RGS4 pot: RGS4 potentiators or activators, primary screen, cell-based, HEK293 M3R inducible RGS4, calcium flux; carbachol calcium flux Fluo4; stronger effect = lower value; B-score at 10 µM; hit rate 0.92% among 310,000;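 active = B-score of the integrated calcium signal more than 4 SD below the library mean, with starting fluorescence not abnormally high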;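 also: negative B-score means reduced calcium response which marks RGS4 activation or potentiation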
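System – HEK293 FlpIn-TREx cells, stable M3R, doxycycline-inducible RGS4 · Reagent – ECmax carbachol challenge · Times – compound preincubation 20 min at room temperature before agonist · Technique – Fluo4 fluorescence kinetic imaging of calcium · Measure – B score of integrated Fluo4 ratio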
KCNK9 inh: KCNK9 potassium channel inhibitors, primary screen, HEK293 cells, thallium flux; hit rate 1.2% among 310,000; B-score at 10 µM; Potassium channel subfamily K member 9 (Homo sapiens), Q9NPC2; FluxOR thallium flux fluorescence; stronger effect = lower value;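 active = ratio B-score over 3 SD below the library mean, with starting fluorescence within 5 SD of its mean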;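 also: negative B-score means less thallium flux so channel inhibition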
Target sequence (Q9NPC2 whole entry, looked up): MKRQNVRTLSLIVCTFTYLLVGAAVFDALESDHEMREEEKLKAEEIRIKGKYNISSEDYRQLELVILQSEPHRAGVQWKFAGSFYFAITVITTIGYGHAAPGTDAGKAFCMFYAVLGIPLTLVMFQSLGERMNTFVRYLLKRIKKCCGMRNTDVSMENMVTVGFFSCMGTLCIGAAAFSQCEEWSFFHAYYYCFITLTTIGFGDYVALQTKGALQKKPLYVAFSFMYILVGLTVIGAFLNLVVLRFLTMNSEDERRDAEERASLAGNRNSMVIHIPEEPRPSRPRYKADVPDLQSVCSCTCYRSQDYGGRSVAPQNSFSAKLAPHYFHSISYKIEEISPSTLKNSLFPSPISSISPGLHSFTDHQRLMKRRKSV
HDAC3 inhib: HDAC3 deacetylase inhibitors, primary screen, biochemical, fluorescence, cell-free homogeneous. Histone deacetylase 3 (Homo sapiens), O15379. inhibition, % at 8.3 µM. AID 2718, 2010. hit rate 0.15% among 320,000. recombinant HDAC3, fluorogenic peptide/trypsin coupled; in the data active = inhibition above about 26%, passing the limit was not always enough
KCNQ1 act: potentiators or activators of KCNQ1 channel, primary screen, cell-based, thallium flux, high-throughput; Potassium voltage-gated channel subfamily KQT member 1 (Homo sapiens), P51787; CHO-K1 KCNQ1, thallium flux FluxOR fluorescence; stronger effect = higher value; B-score at 10 µM; hit rate 0.35% among 310,000; AID 2648, 2010;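 active = fluorescence ratio B-score, a plate-corrected score, at least three library SD, with initial intensity B-score within 5 SD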
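Schedule – 37 °C overnight plating, 90-min dark dye load, 20-min compound pretreatment · System – stable KCNQ1 CHO-K1 line · Probe or stimulus – thallium- and potassium-containing depolarizing buffer · Measured by – kinetic FluxOR fluorescence, 10 s baseline plus 110 s post-stimulus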
hERG rescue: hERG rescue from dofetilide block, primary screen, cell-based, CHO-hERG, FluxOR thallium flux, dofetilide IC70. Voltage-gated inwardly rectifying potassium channel KCNH2 (Homo sapiens), Q12809. dofetilide IC70 present. activation (rescue from dofetilide block), less the hit threshold, % at 10 µM. hit rate 0.51% among 310,000. AID 1511, 2009;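 active = activation above the mean of controls blocked by dofetilide plus 5 SD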;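 also: thallium influx through hERG after potassium depolarization seen as dye fluorescence rise; in these data hits start at about 4.7%; inactives centre near -7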
PolyA inhibitor: polyadenylation inhibitors in yeast reporter cells, primary screen, luminescence, S. cerevisiae; hit rate 0.02% among 300,000; S. cerevisiae SKY197-pL101 polyadenylation reporter, beta-gal luminescence; efflux-impaired pdr1/pdr3 knockout yeast; score 100 = 6 SD above DMSO; AID 1875, 2009; calls only at 12 µM;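 active = lowest replicate activity score at least 50, where 100 means six control SD above control mean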;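 also: yeast exposed to compound for 9 h at 30 °C; higher score means more reporter readthrough which indicates perturbed polyadenylation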
Dyrk1A ADPGlo: rat Dyrk1A kinase inhibitors, primary screen, biochemical, single point, plate reader; Dual specificity tyrosine-phosphorylation-regulated kinase 1A (Rattus norvegicus), Q63470; ADP-Glo luminescence, NFATc1 peptide; AID 504441, 2011; hit rate 0.43% among 310,000; inhibition, % at 12.5 µM; in the data active = inhibition above about 50%;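 also: plate controls were vehicle with enzyme for no effect and no enzyme for full effect; many of its hits are not listed in these tables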
KCNQ1 inh: inhibitors of human KCNQ1 channel, primary screen, cell-based, thallium flux, high-throughput; Potassium voltage-gated channel subfamily KQT member 1 (Homo sapiens), P51787; CHO-K1 KCNQ1, FluxOR thallium flux fluorescence; stronger effect = higher value; B-score at 10 µM; hit rate 1.3% among 310,000; AID 2642, 2010;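 active = compounds whose thallium flux B-score, printed positive for inhibition, exceeds three library SD while starting fluorescence stays within three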;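 also: channel opened by potassium depolarization with thallium stimulus after 20 min compound exposure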
GSK3A inh: blockers of GSK3A enzyme activity – biochemical, luminescence, cell-free homogeneous, HTS, primary screen | hit rate 0.1% among 320,000 | Glycogen synthase kinase-3 alpha (Homo sapiens), P49840 | GSK-3 alpha kinase, ADP-Glo luminescence, 60 min | inhibition, % at 10 µM;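 in the data active = inhibition above about 50%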;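 also: GST-tagged GSK-3 alpha with peptide substrate and 25 µM ATP; 0% = DMSO neutral wells and 100% = GW8510 positive control wells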
GSK3beta inhib: human GSK3beta kinase inhibitors, primary screen, biochemical, cell-free homogeneous, HTS | GST-GSK3beta kinase, ADP-Glo luminescence, 60 min; stronger effect = lower value | activity score (negative = inhibition), % at 10 µM | hit rate 0.038% among 300,000 | AID 2097, 2009;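 active = more than half of replicate wells score below -50%, meaning over 50% inhibition versus plate controls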;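 also: 0% = median DMSO wells and -100% = median GW8510 positive control wells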
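Test system: GST-tagged human GSK3beta kinase, cell-free; evaluation: activity score scaled between in-plate DMSO and GW8510 controls; measured by: ADP-Glo luminescence; incubation: 60 min reaction, RT; benchmarks: DMSO and 20 µM GW8510; reagent: peptide substrate plus 25 µM ATP (final); medium: Tris/MgCl2 kinase buffer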
KCNK3 block: human KCNK3 channel inhibitors, primary screen, CHO cells, FluxOR thallium flux, B-score; Potassium channel subfamily K member 3 (Homo sapiens), O14649; FluxOR fluorescence; stronger effect = lower value; B-score at 10 µM; hit rate 0.84% among 340,000;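 active = B-score under library mean minus 4 SD, starting fluorescence ratio at most library mean plus 5 SD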;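 also: more negative B-score means stronger inhibition of thallium flux through KCNK3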
Target sequence (O14649 whole entry, looked up): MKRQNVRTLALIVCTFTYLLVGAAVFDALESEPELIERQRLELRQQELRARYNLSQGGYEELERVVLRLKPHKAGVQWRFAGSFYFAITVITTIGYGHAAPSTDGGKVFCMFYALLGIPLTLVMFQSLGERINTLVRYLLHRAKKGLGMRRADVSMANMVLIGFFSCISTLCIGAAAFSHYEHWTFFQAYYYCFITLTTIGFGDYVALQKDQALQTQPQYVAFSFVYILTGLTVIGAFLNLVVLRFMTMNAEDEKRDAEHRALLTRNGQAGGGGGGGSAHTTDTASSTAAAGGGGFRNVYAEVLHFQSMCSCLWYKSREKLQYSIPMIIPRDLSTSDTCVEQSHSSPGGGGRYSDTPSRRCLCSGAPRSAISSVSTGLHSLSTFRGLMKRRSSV
* hit, by the source's call; i = inactive; / = no result given. Some of the compounds tested (hit frequency here may not be typical).

SMILES | RGS4 pot | KCNK9 inh | HDAC3 inhib | KCNQ1 act | hERG rescue | PolyA inhibitor | Dyrk1A ADPGlo | KCNQ1 inh | GSK3A inh | GSK3beta inhib | KCNK3 block
O=C(NC1CC1)C1=C[C@@H](C2CCCCC2)C[C@@H](OCc2ccc(CO)cc2)O1 | i | i | -4 | i | -10 | i | -11 | i | -1 | 4 | i
Fc1ccc(CNC(=S)NCc2ccccc2)cc1 | i | i | 3 | i | -7 | i | 4 | i | 2 | -2 | i
Cc1ccc(-c2csc(NC(=O)c3ccco3)n2)cc1C | i | i | 13 | i | 0 | i | 8 | i | 0 | 1 | i
Fc1ccc(N2CCN(Cc3nnc(-c4ccccc4)o3)CC2)cc1 | i | i | -10 | i | -2 | i | -2 | i | 5 | -4 | i
Nc1ncnc(Nc2cccc(Cl)c2Cl)n1 | i | i | -6 | i | -9 | i | 12 | i | 4 | 3 | i
C/C(=N\NC(=O)C1CC1)c1cccc(NC(=O)c2cccc(Cl)c2)c1 | i | i | 8 | i | -9 | i | / | i | / | -1 | /
Cc1cc(OCCn2cc(/C(N)=N/O)c3ccccc32)ccc1Cl | i | i | 17 | i | -10 | i | -3 | i | -4 | 6 | i
Cc1c(OC(=O)c2ccc([N+](=O)[O-])cc2)c2c(c[n+]1C)COC(C)(C)OC2 | i | i | 13 | i | -6 | i | -1 | i | -4 | 1 | i
NC(=O)C1CCN(C(=O)CCc2nc3sc4c(c3c(=O)[nH]2)CCCC4)CC1 | i | i | -1 | i | -16 | i | -3 | i | 2 | 0 | i
C#CCOCCOCCOCCNc1nc(N2CCN(C(=O)[C@H](CCCCN)n3cc([C@@H](N)C(C)CC)nn3)CC2)nc(N2CCN(C(=O)[C@H](Cc3cc4ccccc4[nH]3)n3cc([C@@H](N)CC(C)C)nn3)CC2)n1 (stereo partly specified) | i | i | 8 | i | -8 | i | 15 | i | 18 | 2 | i
COc1ccc(CCNS(=O)(=O)c2cccc3nsnc23)cc1OC | i | i | 8 | i | -14 | i | 1 | i | 1 | 0 | i
O=c1[nH]c(C2CCN(S(=O)(=O)c3ccc(C(F)(F)F)cc3)CC2)nc2c1nnn2Cc1ccc(F)cc1 | i | i | -2 | i | -3 | i | 0 | i | 0 | -1 | i
Cc1c(C)c2ccc(OCC(=O)Nc3ccc(S(N)(=O)=O)cc3)c(C)c2oc1=O | i | i | -7 | i | -9 | i | / | i | -1 | 0 | i
Cc1cc(Cl)c(S(=O)(=O)NC(C(=O)O)C(C)C)cc1OCC(=O)NC1CCCCC1 (stereo unspecified) | i | i | 7 | i | -8 | i | 1 | i | 4 | 4 | i
CCc1ccc(NC(=O)CSc2nnc(-c3ccco3)o2)cc1 | i | i | -4 | i | -8 | i | 7 | i | 2 | 0 | i
O=C(Nc1nnc(-c2cccs2)o1)c1cccc(C(F)(F)F)c1 | i | i | 3 | i | -17 | i | 5 | i | 1 | 3 | i
Cc1c(Br)c(C(N)=O)nn1C | i | i | 5 | i | -8 | i | 0 | i | -1 | -1 | i
COc1ccc(Br)cc1/C=C\C(=O)NCc1cccnc1 | i | i | -1 | i | -8 | i | 1 | i | 0 | 2 | i
O=C(NCCN1CCCCCC1)C1CCN(S(=O)(=O)N2CCOCC2)CC1 | i | i | 3 | i | -6 | i | 11 | i | / | -1 | i
O=C(OCc1ccccc1Cl)c1ccc(-n2cnnc2)cc1 | i | i | -3 | i | -15 | i | 23 | i | 2 | -2 | i
O=C(CN1CCN(Cc2ccc3c(c2)OCO3)CC1)Nc1ccc2c(c1)OCO2 | i | i | -4 | i | -6 | i | 0 | i | 0 | -3 | i
COc1cc(C2NC(=O)NC(c3ccccc3)=C2C(C)=O)c(Br)c(Br)c1O (stereo unspecified) | i | i | 0 | i | -4 | i | 1 | i | -4 | -2 | i
CC(C)C(=O)NN1c2ccccc2CCc2ccccc21 | i | i | 2 | i | -12 | i | / | i | 3 | -4 | i
Cc1c(OC(C)C(=O)N2C[C@H]3C[C@@H](C2)c2cccc(=O)n2C3)ccc2c3c(c(=O)oc12)CCCC3 (stereo partly specified) | i | i | -4 | i | -8 | i | -2 | i | 3 | 4 | i
CCN1CCC2(CCN(C(=O)c3cc(COc4cc(C)ccc4C)on3)C2)C1 (stereo unspecified) | i | i | 6 | i | -7 | i | 6 | i | 1 | 1 | i
SMILES | RGS4 pot | KCNK9 inh | HDAC3 inhib | KCNQ1 act | hERG rescue | PolyA inhibitor | Dyrk1A ADPGlo | KCNQ1 inh | GSK3A inh | GSK3beta inhib | KCNK3 block
CCOC(=O)c1ccccc1NC(=O)c1c(O)c2ccccc2n(CC)c1=O | i | i | -3 | i | -4 | / | 3 | i | 1 | -1 | -9.5*
CCOc1ccccc1N1CCN(C(=O)c2ccc(-c3ccc(OC(C)=O)cc3)cc2)CC1 | i | i | 6 | i | -7 | i | -1 | i | 7 | 0 | i
O=C(CSc1nnc2c(n1)[nH]c1ccccc12)Nc1cccc(S(=O)(=O)N2CCOCC2)c1 | i | i | 1 | i | -15 | i | -5 | i | -1 | 1 | i
COC(=O)c1c(C)[nH]c(C(=O)OCC(=O)NCC(C)C)c1C | i | i | -14 | i | -5 | i | 2 | i | 1 | 1 | i
CN(C)c1nc(-c2ccccc2)nc(-c2ccc(Cl)cc2)c1C#N | i | i | -4 | i | -5 | i | -4 | i | -3 | 1 | i
Cn1cnc([N+](=O)[O-])c1Nc1ccccc1O | i | i | 1 | i | -7 | i | -2 | i | 1 | 1 | i
CCOc1cc(S(=O)(=O)n2cnc(C)c2)ccc1Cl | i | i | -7 | i | -5 | i | 0 | i | -1 | 0 | i
COCCN(C(=O)COC(=O)COc1ccc(Cl)c(C)c1)c1c(N)n(Cc2ccccc2)c(=O)[nH]c1=O | i | i | -1 | i | -10 | i | -5 | i | -2 | -3 | i
COc1ccc(CCNC(=O)c2ccc(N3CCCC3=O)cc2)cc1OC | i | i | -4 | i | -10 | i | 0 | i | 0 | -5 | i
COc1ccc(-c2cc(Nc3ccccc3NC(=O)C(F)(F)F)n(CCC#N)n2)cc1 | i | i | / | i | -10 | i | 3 | i | / | 6 | i
Cc1cc(C)nc(N2CCC(C(=O)NNC(=O)Cc3ccccc3)CC2)n1 | i | i | -4 | i | -5 | i | -11 | i | -5 | 2 | i
O=C(NNC(=S)NC(=O)c1ccc(Br)cc1)c1ccc([N+](=O)[O-])cc1 | i | i | 4 | i | -11 | i | 5 | i | 0 | 2 | i
COP(=O)(OC)c1nc(-c2cccc3ccccc23)oc1N1CCOCC1 | i | i | -383 | i | -9 | i | 3 | i | 2 | 0 | i
C=CCNC(=O)c1c(N)n(-c2ccc3c(c2)OCO3)c2nc3ccccc3nc12 | i | i | 4 | i | -9 | i | 3 | i | 4 | -3 | i
O=C(Nc1ccnn1C1CCN(C/C=C/c2ccccc2)CC1)C1CCCC1 | i | i | 2 | i | -10 | i | 3 | i | 0 | 3 | i
CC(NC(=O)CC1CCCCC1)c1ccccc1 (stereo unspecified) | i | i | -3 | i | -5 | i | -3 | i | -1 | 1 | i
O=c1c2[nH]c3ccccc3c2ncn1Cc1ccccn1 | i | i | -1 | i | -2 | i | / | i | -7 | -3 | i
COC(=O)c1cn(-c2ccc(F)cc2)c(=O)c2ccccc12 | i | i | -3 | i | -10 | i | 6 | i | -1 | 4 | i
CCCCOC(=O)c1ccc(NC(=O)Nc2ccc(OC)c(OC)c2)cc1 | -7* | i | 8 | i | -6 | i | 7 | i | 0 | 2 | i
O=C(Nn1cnc2ccccc2c1=O)c1c(F)cccc1F | i | i | -10 | i | -7 | i | -1 | i | 0 | 3 | i
COCCCNC(=S)NNC(=S)Nc1ccc(OC)cc1 | i | i | -3 | i | -5 | i | 3 | i | 1 | 2 | i
Cc1scc(C(=O)NNC(=S)NCC2CCCO2)c1C (stereo unspecified) | i | i | -4 | i | -2 | i | -4 | i | -1 | -1 | i
CC1CN(CCC(=O)Nc2ccc3c(c2)CCC3)CC(C)O1 (stereo unspecified) | i | i | / | i | -1 | i | -1 | i | -2 | -4 | i
CC1(C)C2([N+](=O)[O-])CN3CC1([N+](=O)[O-])CN(C2)C3c1ccccc1 (stereo unspecified) | i | i | 3 | i | 0 | i | 4 | i | -6 | 3 | i
Cc1ccc(-c2ccc(SCC(=O)c3ccccc3)nn2)cc1 | i | i | 1 | i | -7 | i | 0 | i | -3 | -1 | i
COc1ccc(OC)c(NC(=O)C2CCN(S(=O)(=O)c3ccc4c(c3)CC(C)N4C(C)=O)CC2)c1 (stereo unspecified) | i | i | -1 | i | -2 | i | -1 | i | 0 | -3 | i
COc1ccc(CCNC(=O)c2csc3c2CCCC3)cc1 | i | i | -6 | i | -7 | i | -2 | i | 3 | 1 | i
CCC(C(=O)NC1CCCC1)N(C(=O)c1snc(C(N)=O)c1N)c1ccc2c(c1)OCCO2 (stereo unspecified) | i | i | 2 | i | -9 | i | -3 | i | 3 | 3 | i
COc1ccc(-n2ccnc2SCC(=O)NCc2ccc(F)cc2)c(OC)c1 | i | i | 7 | i | -8 | i | -8 | i | -3 | 1 | i
Cc1ccccc1NC(=O)CN1C(=O)NC(C)(c2ccc3c(c2)OCO3)C1=O (stereo unspecified) | i | i | 2 | i | -5 | i | 3 | i | -1 | 0 | i

Structures listed so far marked active in KCNK3 block.
Compound | KCNK9 inh | HDAC3 inhib | KCNQ1 act | PolyA inhibitor | Dyrk1A ADPGlo | KCNQ1 inh | GSK3A inh | GSK3beta inhib | KCNK3 block
CCOC(=O)c1ccccc1NC(=O)c1c(O)c2ccccc2n(CC)c1=O | i | -3 | i | / | 3 | i | 1 | -1 | -9.5*

Assay outcomes deposited in PubChem by several laboratories.
